14-3-3 Bad PPI: disrupts binding of bovine 14-3-3 zeta to phospho-Bad peptide | P63103 | TR-FRET 14-3-3zeta/Dy647-pBad peptide displacement, 1 h | inhibition, % at 21.7 µM | 0.71% of 220,000 active | AID 781;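 active = inhibition above about 70%, limit read from the data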;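 note: 0% = full 14-3-3 plus peptide FRET controls and 100% = background without 14-3-3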
Target sequence (P63103 whole entry, looked up): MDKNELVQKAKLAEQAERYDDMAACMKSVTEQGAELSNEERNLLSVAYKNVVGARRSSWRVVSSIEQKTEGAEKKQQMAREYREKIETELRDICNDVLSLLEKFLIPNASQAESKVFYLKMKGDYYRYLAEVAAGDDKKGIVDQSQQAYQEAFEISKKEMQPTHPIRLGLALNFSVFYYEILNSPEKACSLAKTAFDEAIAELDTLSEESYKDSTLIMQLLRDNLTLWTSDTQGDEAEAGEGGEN
zVAD death inh: L929 zVAD cell death inhibition; L929 zVAD necroptosis rescue, ATP luminescence, 24 h; with zVAD 60 µM; viability rescue, % at 10 µM; 0.38% of 220,000 active;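 active = activation, scaled between plate controls, above about 75%, limit read from the data; inactive = activation under that limit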;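 note: 0% = zVAD with DMSO and 100% = DMSO alone without zVAD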
Tb hexokinase: T. brucei hexokinase 1 inhibition; 0.11% of 220,000 active; inhibition, % at 10 µM; AID 1430; recombinant TbHK1, G6PDH-coupled NADH A340;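 active = inhibition of 50% or more in the single-dose primary screen; inactive = inhibition below 50%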
PGE2 EP2 inh: inhibitors of human EP2 prostaglandin E2 receptor | P43116 | C6 glioma cells expressing human EP2, cAMP TR-FRET; cells stimulated with saturating PGE2 | inhibition, % at 25 µM | 0.52% of 260,000 active;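 active = percent inhibition above 40 after rounding to a whole number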;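 note: rat C6 glioma host cells with rolipram phosphodiesterase inhibitor present; the protocol text gives 20 µM as final concentration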
eIF4E 4G PPI: blocks eIF4E binding to eIF4G | TR-FRET eIF4E-eIF4GI(517-606) binding, 2 h | inhibition, % at 21.7 µM | 0.37% of 220,000 active;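 active = inhibition above about 30%, limit read from the data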;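 note: 0% = full FRET control wells and 100% = background wells lacking eIF4GI fragment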
Hck-Nef inh: blocks Nef-activated human Hck kinase; P08631; Recombinant Hck-YEEI plus Nef, Z-Lyte FRET kinase assay; inhibition, % at 20 µM; 0.68% of 220,000 active; AID 463187;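 active = Hck-Nef kinase inhibition above about 50%, limit read from the data; inactive = inhibition below that limit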;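 note: 0% = DMSO with Hck plus Nef and 100% = Hck alone without Nef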
Target sequence (P08631 whole entry, looked up): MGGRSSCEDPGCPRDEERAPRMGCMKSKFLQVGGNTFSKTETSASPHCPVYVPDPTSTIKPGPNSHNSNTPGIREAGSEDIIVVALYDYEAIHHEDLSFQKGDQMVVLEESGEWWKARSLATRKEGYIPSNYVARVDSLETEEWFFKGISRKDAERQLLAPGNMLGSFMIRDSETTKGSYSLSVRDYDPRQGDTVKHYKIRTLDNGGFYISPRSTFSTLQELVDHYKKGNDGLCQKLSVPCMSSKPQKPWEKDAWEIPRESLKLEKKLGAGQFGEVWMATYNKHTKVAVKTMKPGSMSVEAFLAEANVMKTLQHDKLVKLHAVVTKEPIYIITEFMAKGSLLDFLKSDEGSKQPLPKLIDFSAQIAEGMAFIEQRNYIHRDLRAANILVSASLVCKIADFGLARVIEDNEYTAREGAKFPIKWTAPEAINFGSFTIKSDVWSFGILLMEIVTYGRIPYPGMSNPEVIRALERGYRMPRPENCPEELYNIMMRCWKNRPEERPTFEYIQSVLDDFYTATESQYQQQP
Calpain2 inh: calpain II (pig) inhibition; purified calpain II, fluorogenic peptide substrate, 30 min; inhibition, % at 16 µM; 0.37% of 220,000 active;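 active = inhibition above about 50%, limit read from the data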
EP2 mod: EP2 receptor (human) modulation. AID 940. 0.83% of 260,000 active. induction, % at 25 µM. EP2-expressing cells, cAMP HTRF FRET, PGE2 co-stimulation;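 active = compounds whose cAMP rise, as percent of the full-agonist control response, exceeds 60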;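 note: rat C6 glioma line stably carrying human EP2 under a CMV promoter; the protocol text gives 20 µM as final concentration; 100% = response of wells given 1 µM PGE2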
Rad51 HR inh: blocks human Rad51 in homologous recombination; Q06609; hRad51 DNA strand exchange, fluorescence dequenching; inhibition, % at 10 µM; 0.085% of 200,000 active;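 active = inhibition above 40% at the single screening dose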;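 note: 0% = DMSO control wells and 100% = blanks with heterologous ssDNA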
Target sequence (Q06609 whole entry, looked up): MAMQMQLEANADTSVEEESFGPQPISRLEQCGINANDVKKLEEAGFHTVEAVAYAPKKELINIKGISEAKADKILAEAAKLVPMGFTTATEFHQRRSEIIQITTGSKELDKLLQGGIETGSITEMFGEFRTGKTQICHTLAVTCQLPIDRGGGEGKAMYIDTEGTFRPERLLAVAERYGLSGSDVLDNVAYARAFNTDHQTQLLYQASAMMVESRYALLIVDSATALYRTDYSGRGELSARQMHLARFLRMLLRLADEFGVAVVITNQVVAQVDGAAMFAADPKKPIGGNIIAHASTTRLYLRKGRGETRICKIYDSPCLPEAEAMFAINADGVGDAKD
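System: hRad51 filaments on single-stranded DNA; reagent: Fluorescein- and BHQ1-tagged 47-mer duplex; compound dosing: one concentration, 10 µM final; timing: filaments 15 min 37 °C, then compound 30 min; measured by: fluorescein emission 520 nm, excitation 485 nm; benchmarks: per-plate controls and blanks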
* = called active by the depositor; i = inactive; x = not tested or not shown; & = joins results of further samples; [ ] = another dose, or the depositor's remark.

SMILES	14-3-3 Bad PPI	zVAD death inh	Tb hexokinase	PGE2 EP2 inh	eIF4E 4G PPI	Hck-Nef inh	Calpain2 inh	EP2 mod	Rad51 HR inh
O=C1CSC2(CCCCC2)N1CCO	-2	0.9	2	11&9	6	3	25	-56&2	3
COc1cccc(NC(=O)CSc2nnc(-c3ccoc3C)n2-c2ccccc2)c1	6	0.1	-3	18	0	-1	1	11	-2
COC(=O)CN(c1ccc(OC)cc1)S(=O)(=O)c1c(C)noc1C	x	-0.1	-4	11	x	-1	x	x	-1
CCOP(=O)(OCC)C(NC(=O)Nc1cccc(Cl)c1)C(N)=O (stereo not given)	-4	0.7	-4	4	1	3	-3	5	x
COC(=O)c1ccc(NC2=CC(=O)CC(C)(C)C2)cc1	-11	2.8	-63	10	-3	4	-19	22	-3
C=C(C)COc1ccc2c(CC)cc(=O)oc2c1	5	1.5	-5	8	7	-5	-63	29	9
Cc1cccc(OCCn2c(=S)[nH]c3ccccc32)c1	7	-0.3	10	11	2	2	3	52	-3
CC(C)CCNC(=O)c1ccc2c(c1)ncn2C1CCCC1	0	20	-5	2	4	7	29	-11	x
COC(=O)c1cccc(Oc2nc3c(c(=O)n(C)c(=O)n3C)n2C(C)C)c1	3	-0.9	-7	10	4	2	9	10	-4
O=C1CN(CC(=O)Nc2ccc(SC(F)F)cc2)CCN1	9	x	4	7	2	2	16	-1	x
Cc1cccc(OCC(=O)N/N=C/CC(C)c2ccccc2)c1C (stereo not given)	-3	0.6	2	3	4	3	28	-12	5
O=C(NC(=S)Nc1ccc(CN2CCOCC2)cc1)c1ccc2c(c1)OCCO2	0	0.0	-15	5	-2	25	-3	-27	11
COCCNC(=O)C(c1ccc(C)o1)N(Cc1ccc(OC)cc1)C(=O)Cn1nnc2ccccc21 (stereo not given)	0	-0.9	-2	12	1	-14	-1	20	0
CC(=O)NC1=NN(C(C)=O)C2(S1)C(=O)N(C(C)C)c1ccc(C)cc12 (stereo not given)	-2	-0.1	0	9&28	-4	0	-12	-18&-6	-62
COc1ccc(C(=O)Nc2ncc(C)s2)cc1S(=O)(=O)N1CCCC1	4	89*	3	5	1	24	19	-29	-16
COc1ccc(NC(C)=O)cc1NC(=O)c1cccc(C(F)(F)F)c1	-8	2.1	-5	3	3	-14	-5	4	-2
CN(C)S(=O)(=O)c1cccc(NC(=S)NC(=O)C2CCCCC2)c1	4	0.5	5	9	-3	6	-6	-75	x
CC(C)C(=O)Nc1cc(S(=O)(=O)Nc2cccc(Cl)c2)ccc1Cl	8	0.1	-4	7	2[fluorescence artefact?]	0	12	23	4
COc1ccc(CC(=O)Nc2ccc(-c3noc(-c4cccc(OC)c4)n3)cc2)cc1	24[fluorescence artefact?]	0.7	24	13	-4	12	-70	22	-10
c1coc(-c2nn3c(Cn4nnc5ccccc54)nnc3s2)c1	6[fluorescence artefact?]	-0.2	1	3	-2	0	-13	10	0
CCC(C)C(=O)Nc1c2c(nc3c1CCC3)CCCC2 (stereo not given)	-6[fluorescence artefact?]	0.0	2	10	-5[fluorescence artefact?]	0	-12	-7	-4
Cc1ccc(C2N(C)c3ccccc3-c3nc4ccccc4n32)o1 (stereo not given)	-14	-0.4	-13	10	14	11	i	58	-1
COC(=O)c1ccccc1NC(=S)NC(=O)c1cccc2ccccc12	-10[fluorescence artefact?]	-0.1	-6	17	-2[fluorescence artefact?]	-1	36	0	9
O=C(COC(=O)c1ccc[nH]c1=O)c1ccc(Cl)s1	3	0.1	29	8	-3	3	12	3	0
CS(=O)(=O)N1CCN(c2ccccc2NC(=O)c2ccc(-c3ccc(Br)cc3)o2)CC1	-13[fluorescence artefact?]	0.4	-32	12	-32	8	-316	18	x
Remaining list, next part:
SMILES	14-3-3 Bad PPI	zVAD death inh	Tb hexokinase	PGE2 EP2 inh	eIF4E 4G PPI	Hck-Nef inh	Calpain2 inh	EP2 mod	Rad51 HR inh
COc1ccc2nc(SCc3nc(N)nc(Nc4ccccc4)n3)[nH]c2c1	10	0.2	-2	26	2	0	-12	-45	4
CCOC(=O)N1CCN(C(=O)Cc2ccc(-n3c(=O)[nH]c4ccccc4c3=O)cc2)CC1	4	-0.2	-4	5	3	2	2	13	-2
C=CCSc1nnc(NC(=O)Cc2ccc(OC)c(OC)c2)s1	-6	1.9	-2	5	-3	-2	5	6	-4
CC(=O)Oc1cc(OC(C)=O)c2c(C)cc(=O)oc2c1	-8	-0.2	-22	8	1[fluorescence artefact?]	36	i	24	15
CCN(Cc1ccccc1)c1ccc(/C=N/NC(=S)NC(C)C)cc1	-1	2.2	-11	1	4[fluorescence artefact?]	2	-4	-17	8
N=c1c2c(n(Cc3cccc(Cl)c3)c3c1CCC3)CCCC2	-4	-0.5	9	0	-2	6	2	-15	8
COc1cc(OC)cc(C(=O)N[C@H](C(=O)N2CCc3ccccc32)C(C)C)c1	4	1.1	-5	6	-3[fluorescence artefact?]	3	2	0	-6
CC(C)Oc1ccc(CSc2nnc3n(C)c(=O)c4c5c(sc4n23)CCCC5)cc1	x	-0.3	1	10	x	0	x	x	-7
Nc1nn2c(-c3ccccc3)cc(=O)[nH]c2c1N=Nc1ccc(Br)cc1	18	2.1	-1	9	13	24	-81	5	-3
COc1ccccc1CN1C[C@@H]2C[C@@H](C3=Cc4cccc(OC)c4OC3)N3CCC[C@@]23C1=O	2	-1.0	-8	0	-3	7	-67	-1	x
CCOC(=O)c1[nH]c(C)c(/C(O)=C2\C(=O)C(=O)N(CCCN(C)C)C2c2cccnc2)c1C (stereo not given)	-5	1.1	-35	16	-1	1	31	27	-4
CCN(CC)C(=O)CC(c1ccc(OC)cc1)c1c(O)cc(OC)cc1OC (stereo not given)	1	-0.1	-8	18	-9	22	-13	24	-10
CCCc1cc(NCCCN2CCOCC2)n2c(nc3ccccc32)c1C#N	-2	x	-5	15	7	101*	i	20	-12
Cc1ccccc1C(=O)NCCN=C1NS(=O)(=O)c2ccccc21	-7	0.8	5	5	4	2	-12	9	-2
CN1C(=O)N(C)C2(c3ccccc3)Nn3c(s/c(=C/c4ccccc4)c3=O)=NC12c1ccccc1 (stereo not given)	-15	0.0	-11	13	-7	0	-5	20	-12
CC(=O)c1cccc(NC(=O)COC(=O)c2ccc3c(c2)OCCO3)c1	-17	4.0	-2	6	2	13	10	-72	13
O=C(O)c1cc(-c2cccc([N+](=O)[O-])c2)nc2ccccc12	9	1.4	-17	5	2	18	-12	5	15
CCCN1CCN(C(=O)Cn2ncc3ccccc32)CC1	8	-0.1	3	17	8[fluorescence artefact?]	-5	-25	8	2
CC(C)NC(=O)COC(=O)c1cccc(NS(=O)(=O)/C=C/c2ccccc2)c1	-1	0.6	-5	10	1	3	21	16	x
CCS(=O)(=O)c1ccc(-c2csc(-c3ccccc3Cl)n2)c(Cl)c1Cl	-10	-0.2	1	6	0	-1	12	30	0
CSc1nc(Cl)c(C#N)c(-c2ccc(C)cc2)n1	77*	0.7	2	13	-7[fluorescence artefact?]	1	-11	-4	0
Cn1cccc1/C=N/NC(=O)c1ccccn1	7	-1.3	-73	4	0	18	-3	22	3
O=C(c1ccccn1)c1cc2ccccc2n1S(=O)(=O)c1ccccc1	-3	0.0	23	13	4	0	1	27	x
CSc1ccc(C#N)cc1NC(=O)c1cccnc1Cl	-9	2.1	0	3	-6	-4	-11	8	9
Cc1c(NC(=O)CNCc2ccc3c(c2)OCO3)c(=O)n(-c2ccccc2)n1C	10	0.6	3	3	-5	19	6	-4	34

Next part; it opens with the two that closed the last part.
SMILES	14-3-3 Bad PPI	zVAD death inh	Tb hexokinase	PGE2 EP2 inh	eIF4E 4G PPI	Hck-Nef inh	Calpain2 inh	EP2 mod	Rad51 HR inh
CSc1ccc(C#N)cc1NC(=O)c1cccnc1Cl	-9	2.1	0	3	-6	-4	-11	8	9
Cc1c(NC(=O)CNCc2ccc3c(c2)OCO3)c(=O)n(-c2ccccc2)n1C	10	0.6	3	3	-5	19	6	-4	34
c1ccc2nc3c(nc2c1)[nH]c1ccccc13	-4	70	-14	8	0	-2	-33	-31	-1
O=C(O)c1ccc(-c2ccc(O)c(F)c2)cc1	-4	1.9	-15	6	-3	20	-24	2	0
Cc1c(C(=O)O)cccc1-n1c(C)cc(/C=C(/C#N)C(=O)NCc2ccccc2)c1C	-20	0.7	-24	6	-1	-7	-15	26	18
Cc1ccc(CNC(=O)CCS(=O)(=O)c2cccc3nonc23)cc1	-5	-0.8	2	13	0	-8	-25	13	0
CCOC(=O)/C(C#N)=C/N1CCOCC1	2	-0.2	7	5	-3	17	1	-4	1
CSc1cccc(NC(=O)c2c(Cl)cnn2C)c1	26	-0.7	0	27	3	4	6	-15	4
Cc1cccc(NS(=O)(=O)c2cccc3nsnc23)c1	1	-0.3	-3	7	5	0	9	6	-3
Cc1nc2ccccc2c(=O)n1/N=C/c1ccc(N(C)C)cc1	-10	0.0	-29	7	5	0	14	-14	1
CCNc1c([N+](=O)[O-])c(=O)oc2ccccc12	-9	0.3	-12	5	2	27	-16	17	10
Cc1nn(Cc2ccccc2)c(C)c1NC(=O)CSc1nnc(-c2cc(Cl)ccc2O)n1C	4	-1.3	2	3	3	-5	-14	5	-5
COC(=O)c1cc(C)sc1NC(=O)C1CC(=O)NN1Cc1ccccc1 (stereo not given)	-3[fluorescence artefact?]	-0.5	-12	6	2	5	13	37	-3
CCOC(=O)CSc1nc(N)c(C#N)c(-c2ccc(OCC)cc2)c1C#N	-1[fluorescence artefact?]	0.0	-3	25	-21[fluorescence artefact?]	0	-42	52	0
CC12CCC(=O)N1C(C(=O)OCC(=O)Nc1sccc1C#N)CS2 (stereo not given)	-23	-0.1	3	12	-1	-1	-86	5	-24
CCC/C(O)=C1\C(=O)CC(C)(C)CC1=NCc1ccccc1	-2	1.1	-8	3	-6	20	2	6	-1
COC(=O)CSc1snnc1-c1ccc(Cl)c(Cl)c1	-8	0.3	-2	14	2	-2	-16	3	-1
COCc1ccc([C@@H]2C[C@H]3CN(Cc4cccc(Cl)c4)C(=O)[C@]34CCCN24)o1	-15	-0.6	-1	7	-3	17	-46	20	-4
COc1cc(NC(=S)N2CCN(c3ccccn3)CC2)cc(OC)c1	-3	0.8	-5	5	2	0	-9	-15	-4
CN1CCN(/C=N/c2c(C#N)cnn2-c2ccccc2)CC1	-6[fluorescence artefact?]	-0.9	-2	9	8	10	-2	0	6
O=C1CSC(=S)N1N=C1CCCCCC1	-9	0.8	-9	0	-1	1	20	22	x
COC(=O)C1CC(Cl)CN1c1ncc(C(F)(F)F)cc1Cl (stereo not given)	-3	-1.8	1	3	-1	22	6	36	10
COc1cc(NC(=S)Nc2ccccn2)c(OC)cc1Cl	0	79*	0	11	-1	-26	26	16	4
CCN(CC)c1c2c(c(C#N)c3nc4ccccc4n13)CCC2	-3	0.7	3	12	7	11	-49	41	-1
COc1ccc(C(=O)NC(C(=O)NCc2ccccc2OC)C(C)C)cc1 (stereo not given)	4	0.2	1	8	-1	-6	10	-7	0
CCOC(=O)Cc1csc(NC(=O)c2ccc(C)cc2)n1	-2	0.6	-4	4	0	-18	11	2	-20
Cc1ccc(C2CC2c2n[nH]c(=S)n2-c2cccc(Cl)c2)cc1 (stereo not given)	6[fluorescence artefact?]	0.0	0	9	-5[fluorescence artefact?]	4	-4	1	5
c1ccc2c(c1)ncn2CCC1CCCCC1	11	-0.1	5	8	3	1	-8	-21	4
CCn1nc(C)c(NC(=O)c2cc(Br)ccc2Cl)c1C	4	-0.3	5	5	0	-2	-7	2	-8

Given with bars between the fields: part of the list above.
compound | 14-3-3 Bad PPI | zVAD death inh | Tb hexokinase | PGE2 EP2 inh | eIF4E 4G PPI | Hck-Nef inh | Calpain2 inh | EP2 mod | Rad51 HR inh
O=C(O)c1ccc(-c2ccc(O)c(F)c2)cc1 | -4 | 1.9 | -15 | 6 | -3 | 20 | -24 | 2 | 0
Cc1c(C(=O)O)cccc1-n1c(C)cc(/C=C(/C#N)C(=O)NCc2ccccc2)c1C | -20 | 0.7 | -24 | 6 | -1 | -7 | -15 | 26 | 18

These rows are one share of the data; count on the stated rates, not on these rows.
